Compound activity (PubChem)
NSD2 inh: inhibitors of human NSD2 methyltransferase. O96028. NSD2-SET H3K36me1 DELFIA fluorescence, biochemical. inhibition, % at 12.5 µM. hit rate 0.07% among 44,000. AID 624260; in the data active = inhibition above about 54%, passing the limit was not always enough;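 note: inhibitors reduce the monomethyl H3K36 fluorescence signal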
Target sequence (O96028 whole entry, looked up): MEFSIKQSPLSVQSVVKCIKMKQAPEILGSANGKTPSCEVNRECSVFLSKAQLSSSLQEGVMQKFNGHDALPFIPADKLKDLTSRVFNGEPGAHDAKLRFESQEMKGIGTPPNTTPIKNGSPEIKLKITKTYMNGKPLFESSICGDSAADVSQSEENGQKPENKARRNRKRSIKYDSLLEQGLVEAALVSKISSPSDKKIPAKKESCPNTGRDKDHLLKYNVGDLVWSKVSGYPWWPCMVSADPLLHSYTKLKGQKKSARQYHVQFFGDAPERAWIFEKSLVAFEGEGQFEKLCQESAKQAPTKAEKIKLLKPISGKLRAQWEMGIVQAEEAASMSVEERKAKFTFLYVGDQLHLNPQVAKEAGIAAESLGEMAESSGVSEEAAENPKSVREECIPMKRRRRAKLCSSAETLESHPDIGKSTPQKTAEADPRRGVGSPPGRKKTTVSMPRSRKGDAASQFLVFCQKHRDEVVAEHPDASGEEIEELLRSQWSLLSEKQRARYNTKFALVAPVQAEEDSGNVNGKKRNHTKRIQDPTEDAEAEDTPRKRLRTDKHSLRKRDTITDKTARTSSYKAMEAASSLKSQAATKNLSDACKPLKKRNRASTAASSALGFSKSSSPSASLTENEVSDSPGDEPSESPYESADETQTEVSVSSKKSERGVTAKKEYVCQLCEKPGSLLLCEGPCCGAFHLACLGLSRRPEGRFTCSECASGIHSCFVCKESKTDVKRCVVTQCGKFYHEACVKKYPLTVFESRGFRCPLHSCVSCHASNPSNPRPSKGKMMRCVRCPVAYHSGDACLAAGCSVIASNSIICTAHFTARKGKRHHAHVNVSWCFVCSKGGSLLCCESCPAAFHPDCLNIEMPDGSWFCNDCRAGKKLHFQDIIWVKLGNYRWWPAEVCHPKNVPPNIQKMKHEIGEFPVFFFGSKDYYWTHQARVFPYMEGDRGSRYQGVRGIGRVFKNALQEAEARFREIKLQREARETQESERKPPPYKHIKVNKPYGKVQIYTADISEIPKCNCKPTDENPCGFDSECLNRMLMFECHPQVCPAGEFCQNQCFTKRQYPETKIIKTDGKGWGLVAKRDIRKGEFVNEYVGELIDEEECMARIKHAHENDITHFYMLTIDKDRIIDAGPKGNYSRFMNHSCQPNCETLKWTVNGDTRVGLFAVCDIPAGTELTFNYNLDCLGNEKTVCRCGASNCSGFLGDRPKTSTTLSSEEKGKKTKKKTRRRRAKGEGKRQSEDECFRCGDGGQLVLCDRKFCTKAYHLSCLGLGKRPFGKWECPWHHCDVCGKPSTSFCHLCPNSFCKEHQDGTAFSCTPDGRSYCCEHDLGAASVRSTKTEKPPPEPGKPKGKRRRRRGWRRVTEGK
* marks the source's active call; other numbers are inactive results; i = inactive. An excerpt (hit frequency here may not be typical).

The opening 7 records, to show the layout:
SMILES | NSD2 inh
C[C@H]1CCCCO[C@H](CN(C)C(=O)c2ccccc2)[C@@H](C)CN([C@@H](C)CO)C(=O)c2cc(NC(=O)C3CCCCC3)ccc2O1 | -8
Cc1noc(C)c1S(=O)(=O)N(C)C[C@H]1Oc2ccc(NC(=O)Nc3ccc4c(c3)OCO4)cc2CC(=O)N([C@@H](C)CO)C[C@H]1C | 2
C[C@@H]1CN([C@@H](C)CO)C(=O)Cc2cc(NC(=O)Cc3cn(C)c4ccccc34)ccc2O[C@@H]1CN(C)Cc1ccccc1 | -8
O=C(CCCCC(=O)N/N=C/c1ccoc1)NO | -6
CCCN(C)C[C@H]1Oc2ncc(-c3cccnc3)cc2C(=O)N([C@H](C)CO)C[C@@H]1C | -8
C[C@H]1CCCCO[C@H](CN(C)S(=O)(=O)c2ccc(Cl)cc2)[C@@H](C)CN([C@@H](C)CO)C(=O)c2cc(NC(=O)NC3CCCCC3)ccc2O1 | 4
COc1cccc(NC(=O)N[C@@H]2CC[C@H](CC(=O)Nc3ccc(-c4ccccc4)cc3)O[C@H]2CO)c1 | 9

The whole of this part (from the top)
SMILES | NSD2 inh
C[C@H]1CCCCO[C@H](CN(C)C(=O)c2ccccc2)[C@@H](C)CN([C@@H](C)CO)C(=O)c2cc(NC(=O)C3CCCCC3)ccc2O1 | -8
Cc1noc(C)c1S(=O)(=O)N(C)C[C@H]1Oc2ccc(NC(=O)Nc3ccc4c(c3)OCO4)cc2CC(=O)N([C@@H](C)CO)C[C@H]1C | 2
C[C@@H]1CN([C@@H](C)CO)C(=O)Cc2cc(NC(=O)Cc3cn(C)c4ccccc34)ccc2O[C@@H]1CN(C)Cc1ccccc1 | -8
O=C(CCCCC(=O)N/N=C/c1ccoc1)NO | -6
CCCN(C)C[C@H]1Oc2ncc(-c3cccnc3)cc2C(=O)N([C@H](C)CO)C[C@@H]1C | -8
C[C@H]1CCCCO[C@H](CN(C)S(=O)(=O)c2ccc(Cl)cc2)[C@@H](C)CN([C@@H](C)CO)C(=O)c2cc(NC(=O)NC3CCCCC3)ccc2O1 | 4
COc1cccc(NC(=O)N[C@@H]2CC[C@H](CC(=O)Nc3ccc(-c4ccccc4)cc3)O[C@H]2CO)c1 | 9
C[C@@H]1CN([C@@H](C)CO)C(=O)c2cc(NC(=O)C3CCCCC3)ccc2O[C@@H](C)CCCCO[C@@H]1CN(C)S(=O)(=O)c1ccc(F)cc1 | -3
C[C@@H]1CN([C@H](C)CO)S(=O)(=O)c2ccc(C#Cc3cccnc3)cc2O[C@H]1CN(C)C | 6
CC(C)NC(=O)Nc1cccc2c1O[C@H](CN(C)S(=O)(=O)c1cccs1)[C@H](C)CN([C@@H](C)CO)C2=O | 6
COc1ccc(NC(=O)N(C)C[C@@H]2OCCCC[C@H](C)Oc3ccc(NS(=O)(=O)c4ccc(C)cc4)cc3C(=O)N([C@H](C)CO)C[C@@H]2C)cc1 | -2
C[C@@H]1CN([C@H](C)CO)C(=O)c2c(c3ccccc3n2C)-c2ccccc2CO[C@@H]1CN(C)S(=O)(=O)c1ccccc1C#N | -16
COc1ccc(S(=O)(=O)Nc2ccc3c(c2)C(=O)N([C@@H](C)CO)C[C@@H](C)[C@H](CN(C)C(=O)C2CCCCC2)OCCCC[C@@H](C)O3)cc1 | -4
C[C@@H]1CN([C@@H](C)CO)S(=O)(=O)c2ccc(/C=C/c3ccccc3)cc2O[C@H]1CN(C)C(=O)Nc1cc(F)ccc1F | 1
C[C@@H]1CN([C@H](C)CO)C(=O)Cc2cc(NC(=O)NC3CCCCC3)ccc2O[C@@H]1CN(C)C(=O)Nc1ccc(C(F)(F)F)cc1 | -4
C[C@H]1CCCCO[C@H](CN(C)Cc2ccc(C(=O)O)cc2)[C@@H](C)CN([C@@H](C)CO)C(=O)c2cc(NC(=O)C3CCCCC3)ccc2O1 | 0
C[C@H]1CN([C@@H](C)CO)C(=O)c2cccc(NC(=O)c3ccc(-c4nccs4)cc3)c2O[C@H]1CN(C)Cc1ccc(C(=O)Nc2ccccc2N)cc1 | 4
CC(C)NC(=O)N(C)C[C@H]1OCCCC[C@H](C)Oc2ccc(NC(=O)Nc3ccc4c(c3)OCO4)cc2C(=O)N([C@H](C)CO)C[C@@H]1C | -5
C/C=C/c1cnc2c(c1)C(=O)N([C@H](C)CO)C[C@H](C)[C@@H](CN(C)C(=O)Nc1cccc(OC)c1)O2 | -5
C[C@@H]1CN([C@@H](C)CO)C(=O)Cc2cc(NC(=O)CCN3CCOCC3)ccc2O[C@H]1CN(C)Cc1ccc(C(=O)O)cc1 | 1
O=C(C[C@@H]1C=C[C@H](NC(=O)C2CC2)[C@@H](CO)O1)NCc1ccncc1 | -98
Cc1noc(C)c1NC(=O)Nc1ccc2c(c1)CC(=O)N([C@@H](C)CO)C[C@@H](C)[C@@H](CN(C)S(=O)(=O)c1cccs1)O2 | -3
CCCNC(=O)N[C@H]1C=C[C@H](CC(=O)N2CCN(C)CC2)O[C@H]1CO | -4
C[C@@H]1CN([C@@H](C)CO)C(=O)Cc2cc(N(C)C)ccc2O[C@H]1CN(C)Cc1ccc(Oc2ccccc2)cc1 | -12
CCCC#Cc1cnc2c(c1)C(=O)N([C@@H](C)CO)C[C@H](C)[C@@H](CN(C)S(=O)(=O)c1ccccc1)O2 | 3
COc1ccc(NC(=O)Nc2ccc3c(c2)[C@H]2C[C@H](CC(=O)NCC4CC4)O[C@H](CO)[C@H]2O3)cc1 | 1
COc1cccc(-c2ccc3c(c2)O[C@H](CN(C)Cc2cncnc2)[C@H](C)CN([C@@H](C)CO)S3(=O)=O)c1 | 10
COc1ccc(S(=O)(=O)Nc2ccc3c(c2)C(=O)N([C@@H](C)CO)C[C@H](C)[C@@H](CN(C)C(=O)NC2CCCCC2)OCCCC[C@H](C)O3)cc1 | 1
CC(C)NC(=O)N(C)C[C@@H]1Oc2ccc(NC(=O)CCN3CCOCC3)cc2CC(=O)N([C@@H](C)CO)C[C@H]1C | 0
C[C@@H]1CN([C@H](C)CO)S(=O)(=O)c2ccc(Br)cc2O[C@@H]1CN(C)C(=O)c1cnccn1 | -2
C[C@H](CO)N1C[C@H](C)[C@H](CN(C)Cc2ccc(C(F)(F)F)cc2)Oc2ccc(N(C)C)cc2C1=O | 4
O=C(NO)c1cccc(C(=O)N/N=C/c2cccc(B(O)O)c2)c1 | 1
COc1cccc(S(=O)(=O)Nc2ccc3c(c2)[C@@H]2C[C@@H](CC(=O)N(C)C)O[C@@H](CO)[C@@H]2O3)c1 | 0
Cc1ccc(S(=O)(=O)N(C)C[C@H]2Oc3c(NC(=O)c4cc(C)nn4C)cccc3C(=O)N([C@H](C)CO)C[C@@H]2C)cc1 | i
C[C@@H]1CN([C@H](C)CO)S(=O)(=O)c2ccc(C#Cc3ccc(F)cc3)cc2O[C@@H]1CN(C)C(=O)NC1CCCC1 | -5
C=CC[C@H](OC(=O)Nc1ccc(OC)cc1)c1ccc(OCCO)cc1 | -2
C[C@H]1CCCCO[C@@H](CN(C)C(=O)Cc2ccccc2)[C@@H](C)CN([C@@H](C)CO)C(=O)c2cc(NC(=O)CCC(F)(F)F)ccc2O1 | 3
Cc1noc(C)c1NC(=O)N(C)C[C@H]1Oc2ncc(C#CC3CC3)cc2C(=O)N([C@H](C)CO)C[C@@H]1C | 2
COc1ccc(S(=O)(=O)N(C)C[C@@H]2Oc3ccc(NS(=O)(=O)c4c(C)noc4C)cc3C(=O)N([C@H](C)CO)C[C@@H]2C)cc1 | 2
CN1CCc2cc(Cl)c(O)cc2[C@@H](c2ccccc2)C1 | 0
CC1(C)S[C@@H]2[C@H](NC(=O)[C@H](NC(=O)N3CCNC3=O)c3ccccc3)C(=O)N2[C@H]1C(=O)O | 0
Cc1noc(C)c1S(=O)(=O)Nc1cccc2c1O[C@H](CN(C)C(=O)Nc1ccc(F)cc1)[C@H](C)CN([C@H](C)CO)C2=O | -3
C[C@H]1CN([C@@H](C)CO)C(=O)Cc2cc(NS(=O)(=O)c3cn(C)cn3)ccc2O[C@@H]1CN(C)S(=O)(=O)c1ccc(F)cc1 | 9
Cc1ccc(S(=O)(=O)Nc2ccc3c(c2)CC(=O)N([C@@H](C)CO)C[C@H](C)[C@H](CN(C)Cc2ccc(Cl)c(Cl)c2)O3)cc1 | -6
C[C@H]1CN([C@@H](C)CO)C(=O)c2cc(NS(=O)(=O)c3ccc(Cl)cc3)ccc2O[C@H]1CN(C)Cc1ccc(Oc2ccccc2)cc1 | 4
C[C@H](CO)N1C[C@H](C)[C@@H](CN(C)Cc2cncnc2)Oc2ncc(/C=C/c3ccccc3)cc2C1=O | 25
O=C(CCCCCC(=O)NN=C1CCCC1)NO | -5
COc1ccc(NC(=O)Nc2ccc3c(c2)C(=O)N([C@H](C)CO)C[C@@H](C)[C@@H](CN(C)C)OCCCC[C@@H](C)O3)cc1 | 1
COc1ccc(S(=O)(=O)N(C)C[C@H]2Oc3c(NC(=O)C4CCOCC4)cccc3C(=O)N([C@H](C)CO)C[C@@H]2C)cc1 | 2
CC(C)CC#Cc1cnc2c(c1)C(=O)N([C@@H](C)CO)C[C@H](C)[C@@H](CN(C)C(=O)c1cccnc1)O2 | 2
C[C@@H]1CN([C@@H](C)CO)C(=O)c2cccc(NS(C)(=O)=O)c2O[C@H]1CN(C)Cc1ccc2c(c1)OCO2 | -72
CC(=O)N(C)C[C@H]1Oc2cc(C#CCC(C)C)ccc2S(=O)(=O)N([C@H](C)CO)C[C@H]1C | -2
C[C@@H]1CN([C@@H](C)CO)C(=O)c2cccc(NC(=O)c3nc4ccccc4s3)c2O[C@@H]1CN(C)Cc1ccc(C(F)(F)F)cc1 | 10
CCCC#Cc1ccc2c(c1)O[C@H](CN(C)C(=O)c1cnccn1)[C@@H](C)CN([C@H](C)CO)S2(=O)=O | -8
C=CCN1C(=O)[C@]2(O[C@H](CCn3cc([C@H](O)c4ccccc4)nn3)[C@@H]([Si](C)(C)c3ccc(OC)cc3)[C@@H]2C)c2ccccc21 | -6
C[C@@H]1CCCCO[C@@H](CN(C)Cc2ccc(C(=O)O)cc2)[C@@H](C)CN([C@@H](C)CO)C(=O)c2cc(NC(=O)c3ccncc3)ccc2O1 | -4
C[C@@H]1CCCCO[C@@H](CN(C)C(=O)Nc2cccc3ccccc23)[C@H](C)CN([C@H](C)CO)C(=O)c2cc(NC(=O)Cc3ccccc3)ccc2O1 | 2
Cc1noc(C)c1NC(=O)Nc1cccc2c1O[C@H](CN(C)C)[C@H](C)CN([C@@H](C)CO)C2=O | -1
C[C@H]1CN([C@@H](C)CO)C(=O)c2cccc(NS(=O)(=O)c3ccc(F)cc3)c2O[C@H]1CN(C)Cc1ccc(C(F)(F)F)cc1 | 0
C[C@@H]1CN([C@H](C)CO)C(=O)c2cc(-c3ccccc3)cnc2O[C@H]1CN(C)C(=O)C1CCCCC1 | -2
Next part:
SMILES | NSD2 inh
Clc1ccc(C(Cn2ccnc2)OCc2csc3c(Cl)cccc23)c(Cl)c1 (stereo not given) | 7
C[C@H](CO)N1C[C@H](C)[C@@H](CN(C)C(=O)Nc2ccccc2)Oc2c(NC(=O)C3CC3)cccc2C1=O | 5
CCC(=O)N(C)C[C@H]1Oc2ncc(C#Cc3ccccc3)cc2C(=O)N([C@@H](C)CO)C[C@@H]1C | 3
C[C@H](CO)N1C[C@H](C)[C@H](CN(C)S(=O)(=O)c2ccc(F)cc2)OCCCC[C@H](C)Oc2ccc(NC(=O)C3CCCCC3)cc2C1=O | -5
C[C@@H]1CN([C@@H](C)CO)C(=O)c2cc(NS(=O)(=O)c3cccs3)ccc2O[C@@H](C)CCCCO[C@@H]1CN(C)C(=O)Nc1ccc2c(c1)OCO2 | -1
COc1ccc(S(=O)(=O)Nc2cccc3c2O[C@@H](CN(C)C)[C@H](C)CN([C@H](C)CO)C3=O)cc1 | 3
C[C@@H]1CN([C@@H](C)CO)C(=O)c2cc(C#Cc3ccccc3)cnc2O[C@H]1CN(C)S(=O)(=O)c1ccccc1F | 1
O=C(CCCCCC(=O)N/N=C/c1cc(O)ccc1[N+](=O)[O-])NO | 8
O=C1C[C@@](C(=O)NCc2ccccc2)(c2ccc([N+](=O)[O-])cc2)[C@@H](c2ccc(CO)cc2I)N1CC12CC3CC(CC(C3)C1)C2 | -2
COc1ccc(NC(=O)Nc2ccc3c(c2)C(=O)N([C@H](C)CO)C[C@H](C)[C@H](CN(C)C(=O)NC(C)C)O3)cc1 | 2
C=C1C(=O)O[C@@H]2C[C@H](C)C3C[C@H](O)[C@H](O)[C@@]3(C)C[C@H]12 (stereo not given in full) | 1
C/C=C/c1ccc2c(c1)O[C@@H](CN(C)Cc1ccccc1)[C@@H](C)CN([C@H](C)CO)S2(=O)=O | -2
C[C@@H]1CN([C@H](C)CO)C(=O)Cc2cc(NC(=O)CCCCCC(=O)Nc3ccccc3N)ccc2O[C@@H]1CN(C)S(C)(=O)=O | -8
C[C@H](CO)N1C[C@H](C)[C@@H](CN(C)Cc2ccc3c(c2)OCO3)Oc2ccc(NC(=O)Nc3ccc(C(F)(F)F)cc3)cc2C1=O | -5
CC(C)NC(=O)Nc1ccc2c(c1)C(=O)N([C@@H](C)CO)C[C@H](C)[C@H](CN(C)Cc1ccncc1)O2 | 2
C[C@H]1CN([C@@H](C)CO)C(=O)Cc2cc(NC(=O)CCN3CCOCC3)ccc2O[C@@H]1CN(C)C(=O)NC1CCCCC1 | 2
COc1ccccc1-c1ccc2c(c1)O[C@H](CN(C)C(=O)c1cccnc1)[C@H](C)CN([C@@H](C)CO)S2(=O)=O | -23
C[C@H]1CN([C@@H](C)CO)C(=O)CCCn2nncc2CO[C@@H]1CN(C)C(=O)Nc1ccccc1C(F)(F)F | 4
CC(C)C#Cc1ccc2c(c1)O[C@@H](CN(C)C(=O)C1CCC1)[C@H](C)CN([C@@H](C)CO)S2(=O)=O | -1

Reprinted at random: two compounds from above, in no set order.
SMILES | NSD2 inh
C[C@H]1CN([C@@H](C)CO)C(=O)CCCn2nncc2CO[C@@H]1CN(C)C(=O)Nc1ccccc1C(F)(F)F | 4
COc1ccccc1-c1ccc2c(c1)O[C@H](CN(C)C(=O)c1cccnc1)[C@H](C)CN([C@@H](C)CO)S2(=O)=O | -23
